High-throughput results (PubChem)
HttQ103 aggreg = reduces HttQ103-GFP aggregates in PC12 cells. Potency, µM (series often up to 46.1 µM), without a hit: at the top dose activity change, negative = inhibition, usual class: inhibitors. PC12 HttQ103-GFP aggregates, Acumen cytometry, 40 h. AID 1688. actives 1.1% (n = 220,000); note: potency is the fitted concentration of half-maximal effect; % is set by controls: 0 for no effect and ±100 for the full control effect; nearly all actives have a fitted effect of over 60% in size
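Ecdysone-promoter PC12 model expressing HTT exon 1 Q103 fused to GFP, induced by tebufenozide at 100 nM final. Compounds titrated; aggregates sized 1–25 µm scored on a 488 nm laser cytometer.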
LMNA splice mod = changes lamin A minigene splicing in HeLa cells | HeLa LMNA splicing GFP/RFP minigene ratio, 48 h | AID 1487 | actives 0.01% (n = 200,000) | Potency, µM (titrated, usually from 46.1 µM), inactives show top-dose ratio change, negative = inhibition, most hits filed as inhibitors; active = well fitted inhibition curve with a large enough effect in the signal ratio, with a control signal flat, not every such curve was filed as active; inconclusive = small, poorly fitted or top-dose-only effect, or effect the other way, or a change in a side signal; the % refers to the signal ratio; note: potency is the fitted concentration of half-maximal effect; % is set by controls: 0 for no effect and ±100 for the full control effect
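Read-out is the ratio of GFP to DsRed2 object intensity, acquired by 488 nm laser-scanning cytometry on HeLa lamin A-EGFP minigene reporter cells. Compound incubation 48 hrs at 37 °C in Opti-MEM with 2% FBS; DMSO 0.5% final.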
GAA inhib = alpha-glucosidase (human) inhibition. P10253. purified human GAA, 4-MU-alpha-glucoside fluorescence. Potency, µM (series often up to 76.9 µM), inactives show top-dose activity change, negative = inhibition, hits mostly inhibitors. actives 0.005% (n = 200,000). AID 1466;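 note: potency is the fitted concentration of half-maximal effect; plate controls were uninhibited enzyme wells for no effect and no-enzyme background for full effect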
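Human enzyme at 4 nM with 400 uM 4-methylumbelliferyl-alpha-D-pyranoside, citrate/phosphate buffer pH 5.0, 0.005% Tween-20, 20 min at room temperature. Compounds up to 77 uM. 4-MU fluorescence (Ex 365/Em 440) read after NaOH/glycine stop; AC50 from Hill fit.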
GAA glycogen = inhibitors or activators of human alpha-glucosidase glycogen cleavage. actives 0.38% (n = 300,000). AID 2100. P10253. Potency, µM (highest dose often 76.4 µM), inactives show at the top dose activity change, negative = inhibition, usual class: inhibitors. recombinant GAA, glycogen substrate, Amplex Red glucose oxidase fluorescence;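 note: potency is the fitted concentration of half-maximal effect; 0% = full enzyme reaction and -100% = no-enzyme basal signal; the screen sought inhibitors and activators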
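Recombinant human enzyme (4 nM); glycogen substrate; 37 C, 40 min, pH 5.0. Readout: coupled glucose oxidase/Amplex Red fluorescence.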
CBFb-RUNX1 inh = blocks binding between human CBF-beta and RUNX1. Potency, µM (doses to about 59.8 µM), inactives show at the top dose activity, negative = inhibition, hits mostly inhibitors. AlphaScreen CBFb-His/RUNX1-biotin binding, biochemical. Q01196+Q13951. 230,000 tested, under 10 active; note: % of control where 0% means no effect
Target sequence (Q01196 whole entry, looked up): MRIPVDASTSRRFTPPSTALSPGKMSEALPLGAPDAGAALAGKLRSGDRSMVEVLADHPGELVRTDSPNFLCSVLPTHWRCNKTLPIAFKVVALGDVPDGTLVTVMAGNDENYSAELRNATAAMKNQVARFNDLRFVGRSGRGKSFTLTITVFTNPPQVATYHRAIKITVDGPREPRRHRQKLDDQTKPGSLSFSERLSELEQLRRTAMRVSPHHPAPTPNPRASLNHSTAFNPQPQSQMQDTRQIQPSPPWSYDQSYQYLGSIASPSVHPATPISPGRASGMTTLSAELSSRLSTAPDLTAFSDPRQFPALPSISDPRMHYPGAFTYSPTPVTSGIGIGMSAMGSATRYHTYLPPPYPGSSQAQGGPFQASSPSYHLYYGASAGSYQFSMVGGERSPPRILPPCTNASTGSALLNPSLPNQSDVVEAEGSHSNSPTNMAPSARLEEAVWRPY
Target sequence (Q13951 whole entry, looked up): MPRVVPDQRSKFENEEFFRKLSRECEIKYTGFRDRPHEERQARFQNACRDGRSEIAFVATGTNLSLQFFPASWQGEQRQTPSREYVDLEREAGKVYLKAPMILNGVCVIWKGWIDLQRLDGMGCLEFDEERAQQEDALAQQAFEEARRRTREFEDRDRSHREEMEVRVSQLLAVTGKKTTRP
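Room-temperature protein-protein interaction test with 30 nM each of His-tagged CBF-beta and biotinylated RUNX1, 15 min with compound, then 90 min with nickel plus streptavidin beads. Signal read in AlphaScreen mode.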
HTT ATP protect = Huntington cell model cytoprotection by ATP luminescence; PC12 HTT-Q103 induced, cytoprotection, ATP luminescence, 40 h; Potency, µM (series often up to 56.4 µM), without a hit: cytoprotection (ATP increase), usual class: activators; actives 0.14% (n = 230,000); AID 1471;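 note: potency is the fitted concentration of half-maximal effect; % of control where 0% means no effect; nearly all actives have a fitted effect of over 45% in size; toxic huntingtin expression switched on by the ecdysone agonist tebufenozide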
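Rat PC12, Q103 Htt exon1-GFP fusion, ecdysone promoter; tebufenozide inducer 100 nM final; compound titration; qHTS, 1500 cells/well; ATPlite luminescent read.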
GAA spleen mod = inhibits or activates alpha-glucosidase in human spleen homogenate | Potency, µM (titrated, usually from 79.9 µM), for inactives: at the top dose activity change, negative = inhibition, hits mostly inhibitors | AID 2112 | actives 0.006% (n = 240,000) | human spleen homogenate, 4-MU-alpha-glucoside fluorescence | P10253;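 note: potency is the fitted concentration of half-maximal effect; 0% = enzyme with vehicle and -100% = no enzyme basal signal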
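Human spleen homogenate (1 ug) incubated with compounds and 1 mM 4-methylumbelliferyl-alpha-D-glucopyranoside in pH 5.0 citrate/phosphate buffer, 37 C, 40 min. Stopped at pH 10; 4-MU fluorescence (Ex 365/Em 440 nm); AC50 by Hill fit.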
Active calls of the source: *; ? = inconclusive; / = no result given; [ ] = another dose, or the depositor's remark. Unless noted, calls come from the whole dose curve; as a rule, active = well fitted curve in the direction sought with a large enough effect; inconclusive = small, poorly fitted or top-dose-only effect, or another doubt; inactive = no such curve, though single readings can be large; an effect the other way counts as inactive or inconclusive.

SMILES	HttQ103 aggreg	LMNA splice mod	GAA inhib	GAA glycogen	CBFb-RUNX1 inh	HTT ATP protect	GAA spleen mod
Cc1cc(Nc2cccc(C(F)(F)F)c2)n2nc(C)nc2n1	-13%	-1%	?	6%	5%	12%	3%
CCSc1nc(N2CCOCC2)c2c(c1C#N)CCCC2	?	?	-1%	-3%	15%	-58%[inhibitor]	2%
Cc1ccc(CNC(=O)C23CN(Cc4ccccc4)CC2C(c2ccc([N+](=O)[O-])cc2)=NO3)o1 (stereo not drawn)	-11%	?	-6%	0%	-17%	6%	2%
O=C(NC1(C(F)(F)F)NC(=O)N(CCc2ccccc2)C1=O)C1CC1 (stereo not drawn)	1%	13%	2%	3%	-7%	5%[10 µM]	3%
C1=C(c2ccccc2)N2CCN=C2S1	10%	-10%	-8%	4%	4%	-5%	1%
C/C(=N\Nc1ccc([N+](=O)[O-])cc1)c1ccc(-n2nncc2C)cc1	6%	?	?	8%	9%	6%[10 µM]	-6%
CSC1=NC(C(Cl)(Cl)Cl)N=C(c2ccccc2)N1 (stereo not drawn)	7%	-9%[46 µM]	-1%	8%	-5%	-10%[10 µM]	-5%
COC(=O)c1c(NC(=O)c2cnccn2)sc2c1CCC2	?	-1%	-3%	-2%	0%	0%	-1%
CCOC(=O)c1sc2nc(N3CCOCC3)c3c(c2c1N)CCN(Cc1ccccc1)C3	3%	10%	?	21%	2%	?	4%
CC[C@H](C)NC(=O)CCCCCn1c(=S)[nH]c2c([nH]c3ccc(OC)cc32)c1=O	1%	9%[46 µM]	-3%	-5%	-4%	-23%	2%
Cc1ccc(/C=N/N2CCN(Cc3ccccc3)CC2)o1	1%	-2%	-4%	-5%	-6%	-12%	-6%
CCNC(=O)CSc1nc2ccccc2c(=O)n1OC	-4%	0%	2%	-4%	4%	0%	-2%
Cc1nc(SCC(=O)c2cccc([N+](=O)[O-])c2)n[nH]1	?	-8%	-3%	-14%	6%	11%[10 µM]	-2%
Cc1sc2nc(C3CC3)nc(SCC(=O)N3c4ccccc4CC3C)c2c1C (stereo not drawn)	1%	?	-8%	-11%	-1%	-31%	3%
C/C(=N\NC(=O)Cc1c(C)[nH][nH]c1=O)c1ccc(Cl)c(Cl)c1	1%[9.22 µM]	/	?	?	11%	0%[10 µM]	4%
CCn1nc(C)c(CN2CCCC(CO)(Cc3cccc(Cl)c3)C2)c1C (stereo not drawn)	7%[9.22 µM]	-21%[46 µM]	4%	-7%	3%	12%[10 µM]	-5%
Cc1cc(NC(=O)c2c(F)cccc2Cl)n(-c2nc3ccccc3[nH]2)n1	?	-17%	0%	-9%	-8%	-40%[inhibitor]	-6%
Cc1nc(NCc2ccccc2)[nH]c(=O)c1CCC(C)C	18%	12%	-1%	-4%	-6%	-7%[0.074 µM]	1%
Cc1ccc(N2C(=O)CC2(C#N)c2ccc(OCc3ccccc3)cc2)cc1 (stereo not drawn)	-23%	?	2%	-5%	14%	?	-12%
O=C(CCc1nnc(CCCCc2ccccc2)o1)N(CCO)Cc1ccccc1	-10%	/	?	-9%	15%	-29%	6%

Some of these compounds in order of molecular weight, lowest first:
SMILES	HttQ103 aggreg	LMNA splice mod	GAA inhib	GAA glycogen	CBFb-RUNX1 inh	HTT ATP protect	GAA spleen mod
CCSc1nc(N2CCOCC2)c2c(c1C#N)CCCC2	?	?	-1%	-3%	15%	-58%[inhibitor]	2%
C/C(=N\NC(=O)Cc1c(C)[nH][nH]c1=O)c1ccc(Cl)c(Cl)c1	1%[9.22 µM]	/	?	?	11%	0%[10 µM]	4%
Cc1cc(NC(=O)c2c(F)cccc2Cl)n(-c2nc3ccccc3[nH]2)n1	?	-17%	0%	-9%	-8%	-40%[inhibitor]	-6%

Single values from the results shown.
Reading of CCNC(=O)CSc1nc2ccccc2c(=O)n1OC under GAA inhib: 2%
Reading of Cc1sc2nc(C3CC3)nc(SCC(=O)N3c4ccccc4CC3C)c2c1C (stereo not drawn) under CBFb-RUNX1 inh: -1%
Reading of Cc1nc(SCC(=O)c2cccc([N+](=O)[O-])c2)n[nH]1 under GAA spleen mod: -2%

Back to the main list with the 2 entries that preceded the break.
SMILES	HttQ103 aggreg	LMNA splice mod	GAA inhib	GAA glycogen	CBFb-RUNX1 inh	HTT ATP protect	GAA spleen mod
Cc1ccc(N2C(=O)CC2(C#N)c2ccc(OCc3ccccc3)cc2)cc1 (stereo not drawn)	-23%	?	2%	-5%	14%	?	-12%
O=C(CCc1nnc(CCCCc2ccccc2)o1)N(CCO)Cc1ccccc1	-10%	/	?	-9%	15%	-29%	6%
COCCNC(=S)NCCc1ccc(Cl)cc1Cl	-8%	?	-3%	0%	-4%	34%	-3%
O=c1c([N+](=O)[O-])cccn1Cc1ccc(F)cc1Cl	10µM*	/	-4%	4%	-13%	-175%[inhibitor]	/
CCOC(=O)c1sc(NC(=O)OC)c(C(=O)OC)c1C	-14%	/	-1%	-5%	4%	/	-10%
Cc1nn(Cc2cccc3ccccc23)c(C)c1NC(=O)c1cccnc1	13%[9.22 µM]	/	4%	1%	8%	6%	1%
Cc1ccc(NC(=O)N2CCN(S(=O)(=O)c3ccccc3)CC2)cc1	1%[9.22 µM]	-10%[46 µM]	?	4%	0%	12%	0%
CCCCC(=O)Nc1ncc([N+](=O)[O-])s1	-16%	?	-9%	9%	2%	?	-21%
Cn1nc(C(=O)Nc2nc3ccc(S(C)(=O)=O)cc3s2)ccc1=O	1%	-3%	-2%	-3%	4%	-38%	-2%
CCSc1ccccc1C(=O)NCCc1ccccc1	19%	?	-2%	-2%	3%	-6%	-1%
Nc1ccccc1NC1CCCCC1	18%	?	-2%	?	-30%	?	-15%
O=C(Nc1nc(-c2ccc(Cl)cc2)cs1)c1cccnc1	8%	-4%	-8%	7%	2%	-16%	1%
CC(C)N1C(=O)C2C(C(=O)NC3CCCCC3)C3C=CC2(O3)C1C(=O)NC1CCCC1 (stereo not drawn)	?	4%	-1%	1%	0%	-10%[10 µM]	-2%
CCCN(Cc1nnc(-c2ccccc2Cl)o1)C(=O)c1cc([N+](=O)[O-])cc([N+](=O)[O-])c1	-10%	-3%[9.22 µM]	-28%	0%	-10%	?	-4%
Cc1ccc(C2NC(=O)NC(O)(C(F)(F)F)C2C(=O)c2cccs2)o1 (stereo not drawn)	-14%	-13%	9%	-8%	-2%	22%[10 µM]	0%
COc1ccc(/C(O)=C2\C(=O)C(=O)N(c3cc(C)on3)C2c2ccccc2OC)cc1C (stereo not drawn)	7%	13%	-12%	6%	1%	-12%	-14%
O=C(NCc1cccnc1)c1ccc(COc2ccccc2Br)o1	-26%	?	4%	4%	-6%	-28%[0.074 µM]	7%
Cc1cc2cc(C=O)c(Cl)nc2cc1C	5%	2%[0.0737 µM]	-4%	4%	3%	-8%	-9%
OCCN1CCN(CC/C=C2\c3ccccc3Sc3ccc(C(F)(F)F)cc32)CC1	/	?	/	/	-3%[21.7 µM]	-58%[inhibitor][17.1 µM]	-10%[29.1 µM]
Cc1ccc(OCCOC(=O)c2nc3nccc(C)n3n2)cc1	20%	8%[46 µM]	-4%	23%	-4%	-1%	-2%
CCCn1c(N2CCN(CC(=O)c3c(C)n(C)c4ccccc34)CC2)nc2c1c(=O)[nH]c(=O)n2C	17%	-9%	4%	-23%	-4%	-10%	0%
CCCn1c(SCC(N)=O)nnc1C(C)C	-6%	1%	-4%	-5%	3%	-12%	-2%
Cc1cc(C)n2nc(C(=O)NCc3ccco3)cc2n1	10%	2%[46 µM]	2%	12%	8%	/	0%
Cc1cc(-c2cccc([N+](=O)[O-])c2)nc2ccc3ccccc3c12	1%	11%	-4%	4%	0%	-11%	-9%
CCOC(=O)C1CCN(S(=O)(=O)c2ccc(Br)c(OCC)c2)CC1	2%	-8%	?	-7%	24%	4%	-3%
Cc1cccc(C)c1-n1nnnc1C(C)(C)N1CCN(N=O)CC1	-22%[9.22 µM]	/	/	-2%	1%	-14%[10 µM]	-6%
CN(C)S(=O)(=O)c1cccc(C(=O)OCC(=O)Nc2ccccc2OC(F)F)c1	-13%	0%	-6%[15.4 µM]	11%	2%	19%[10 µM]	2%
CC1=CC2=NC(=O)/C(=C/c3coc4ccccc4c3=O)C(=N)N2O1	-8%[9.22 µM]	/	/	0%	-2%	-16%[10 µM]	-5%
CC(C)(C)/C(O)=C/c1nc2ccccc2oc1=O	9%[9.22 µM]	/	8%	1%	1%	-6%[10 µM]	1%
Cc1nn(Cc2ccc(Cl)cc2)c(C)c1NC(=O)c1cc(-c2ccc3c(c2)OCO3)on1	?	?	1%	0%	-1%	-51%[inhibitor]	2%
Cc1ccc(C)c2c(N)c3c(nc12)CCCCC3 (tested in a mixture with another compound)	8%	-27%[46 µM]	1%	6%	10%	3%	-3%
O=C(CCC(=O)c1ccc(Br)cc1)Nc1cccnc1	-11%[9.22 µM]	13%[46 µM]	0%	19%	3%	22%[10 µM]	4%
CC(C)NC(=O)Cn1c(SCC(=O)c2ccc(F)cc2)nc2ccccc21	-9%	-7%	?	1%	12%	-17%[1.9 µM]	-15%
O=C(Nc1ccc(-c2nc3ccccc3o2)cc1)c1ccc(N2C(=O)C3C4C=CC(C4)C3C2=O)cc1 (stereo not drawn)	8%	?	?	-1%	-2%	-31%	-1%
